D1 PAM = Potentiators of Human D1 Dopamine Receptor: qHTS; HEK293 TREx D1 cells, calcium flux, dopamine EC20 potentiation; hit rate 0.036% among 360,000; potentiation, % at 10 µM; AID 504651, 2011; D(1A) dopamine receptor (Homo sapiens), P21728; in the data active = potentiation above about 30%; note: 0% is about no effect
Target sequence (P21728 whole entry, looked up): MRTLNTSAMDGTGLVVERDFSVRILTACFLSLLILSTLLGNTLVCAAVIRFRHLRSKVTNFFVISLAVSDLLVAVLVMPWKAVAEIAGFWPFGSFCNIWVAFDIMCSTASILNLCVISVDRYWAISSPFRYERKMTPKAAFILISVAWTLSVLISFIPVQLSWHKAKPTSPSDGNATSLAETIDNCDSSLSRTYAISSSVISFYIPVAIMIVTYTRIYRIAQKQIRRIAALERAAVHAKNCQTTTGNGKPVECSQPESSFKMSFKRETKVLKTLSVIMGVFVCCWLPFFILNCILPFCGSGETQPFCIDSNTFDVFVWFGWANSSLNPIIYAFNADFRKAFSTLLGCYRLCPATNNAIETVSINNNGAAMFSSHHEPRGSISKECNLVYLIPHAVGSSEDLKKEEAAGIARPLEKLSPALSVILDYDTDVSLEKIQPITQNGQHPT
D1 ag = Allosteric Agonists of the Human D1 Dopamine Receptor: qHTS; D(1A) dopamine receptor (Homo sapiens), P21728; HEK293 T-REx D1 cells, calcium flux, agonist mode; activation, % at 2 µM; hit rate 1% among 360,000; AID 504660, 2011; in the data active = activation above about 30%; note: 0% is about no effect
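Inducible HEK293 T-REx D1 cells, force-coupled to calcium signalling, were plated at 4000 cells/well with tetracycline and held overnight at 30 C. After no-wash calcium dye loading, compound-evoked calcium rise over 180 s flagged agonists.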
D1 antagonist = Antagonist of Human D 1 Dopamine Receptor: qHTS | D(1A) dopamine receptor (Homo sapiens), P21728 | HEK293 TREx D1 cells, calcium flux, dopamine EC80; active compounds read low | activity change, negative = inhibition, % at 10 µM | hit rate 3.2% among 360,000; in the data active = activity change below about -30%; note: % is set by controls: 0 for no effect and ±100 for the full control effect
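HEK293 T-REx cells expressing inducible, force-coupled D1 receptor; no-wash Ca dye, 30–90 min RT. Cmpd → 180 s read at 1 Hz → EC80 DA → 180 s read.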
Vif-A3F inh = qHTS for Inhibitors of Vif-A3F Interactions: qHTS. hit rate 0.2% among 390,000. HeLa A3F-eYFP + Vif (tagged APOBEC3F with the HIV-1 protein that degrades it), YFP fluorescence increase. Potency, µM (highest dose often 46.1 µM), inactives show top-dose activity, negative = active. AID 602313, 2012; note: potency is the fitted concentration of half-maximal effect; % of control where 0% means no effect; nearly all actives have a fitted effect of over 65% in size
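Fluorescence increase (Ex 488/Em 500-530) after overnight compound treatment at 37 deg C flags inhibition of Vif-driven A3F-eYFP loss in stable HeLa A3F-eYFP/Vif cells seeded overnight beforehand.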
RXFP1 ag = qHTS Assay for Agonists of the Relaxin Receptor RXFP1; Relaxin receptor 1 (Homo sapiens), Q9HBX9; HEK293T-RXFP1 cAMP TR-FRET, 30 min; response scale: percent of porcine relaxin response, buffer zero; Potency, µM (series often up to 57.5 µM), for inactives: top-dose activation, actives largely listed as activators; hit rate 0.3% among 370,000; note: potency is the fitted concentration of half-maximal effect; % is set by controls: 0 for no effect and ±100 for the full control effect; nearly all actives have a fitted effect of over 60% in size; many of its hits are not listed in these tables
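HEK293 cells stably expressing RXFP1, treated 30 min at 37C with compounds plus PDE4 inhibitor Ro 20174; cAMP measured by HTRF TR-FRET. Normalized to buffer and 29 nM porcine relaxin; EC50 by Hill fit.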
D2 PAM = HTS Assay for Positive Allosteric Modulators of the Human D2 Dopamine Receptor: Primary Screen for Potentiators; D(2) dopamine receptor (Homo sapiens), P14416; potentiation, % at 10 µM; AID 485347, 2010; HEK293 T-REx D2, calcium flux, EC20 dopamine potentiation; hit rate 0.34% among 340,000;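 active = potentiation over 3 SD above the plate norm, cut at about 30% in these data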; note: 0% is about no effect
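Potentiation of an EC20 dopamine calcium response measured kinetically over 180 s, after a preceding 180 s compound-only read flagging agonists. Cells: inducible Hek293 Trex D2 line, 4000/well, cultured overnight at 30 C before dye loading.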
RXFP1 antag = qHTS Assay for Antagonists of the Relaxin Receptor RXFP1. AID 1259400, 2018. hit rate 0.59% among 350,000. HEK293-RXFP1, relaxin-stimulated cAMP HTRF, 30 min; active compounds read low. activity change, negative = inhibition, % at 57.5 µM;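 active = activity change of -60% or lower, but not beyond a set lower limit; inconclusive = change between -60% and -40%, or beyond the set limit; inactive = change above -40%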; note: % is set by controls: 0 for no effect and ±100 for the full control effect
GRP78 ERSR act = qHTS for Inducers of the Endoplasmic Reticulum Stress Response (ERSR) in Human Glioma: qHTS; Potency, µM, inactives show at the highest dose activation, usual class: activators; hit rate 0.02% among 420,000; U87-MG GRP78 promoter luciferase reporter, 16 h; note: potency is the fitted concentration of half-maximal effect; series mostly up to about 76 µM; % of control where 0% means no effect; nearly all actives have a fitted effect of over 35% in size
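Stably transfected U87-MG human glioma cells carrying a GRP78-based luminescent sensor were seeded at 1000 cells/well, pin-dosed with compounds and incubated 16 h. Luciferase reagent was then added, and end-point luminescence was read after 10 min at room temperature.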
Vif-A3G inh = qHTS for Inhibitors of Vif-A3G Interactions: qHTS; HeLa A3G-eYFP + Vif (tagged APOBEC3G with the HIV-1 protein that degrades it), YFP fluorescence, overnight; Potency, µM (doses to about 46.1 µM), for inactives: top-dose activity, negative = active, actives largely listed as inhibitors; hit rate 0.076% among 410,000;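 note: potency is the fitted concentration of half-maximal effect; % is set by controls: 0 for no effect and ±100 for the full control effect; nearly all actives have a fitted effect of over 60% in size; hits raise eYFP signal because A3G escapes Vif-driven loss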
Target sequence (Q9HC16 whole entry, looked up): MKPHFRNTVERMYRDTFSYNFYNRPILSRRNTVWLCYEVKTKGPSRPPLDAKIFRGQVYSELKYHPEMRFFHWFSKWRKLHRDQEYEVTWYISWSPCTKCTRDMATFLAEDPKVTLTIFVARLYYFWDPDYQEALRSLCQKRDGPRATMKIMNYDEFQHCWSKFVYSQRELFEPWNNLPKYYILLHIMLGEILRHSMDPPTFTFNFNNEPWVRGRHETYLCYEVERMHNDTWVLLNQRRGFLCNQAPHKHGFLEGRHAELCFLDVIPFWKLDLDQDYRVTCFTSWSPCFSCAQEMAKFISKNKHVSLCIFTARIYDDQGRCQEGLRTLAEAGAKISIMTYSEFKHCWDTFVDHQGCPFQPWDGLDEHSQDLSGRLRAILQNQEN
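Read-out is eYFP fluorescence (Ex 488/Em 500-530) from Vif-expressing HeLa A3G-eYFP cells; more signal means A3G escaped Vif-mediated degradation. Cells plated overnight, compound pinned in, incubated overnight at 37 deg C.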
The depositor's hits bear a star; & = joins results of further samples. Unless noted, calls come from the whole dose curve; as a rule, active = well fitted curve in the direction sought with a large enough effect; inconclusive = small, poorly fitted or top-dose-only effect, or another doubt; inactive = no such curve, though single readings can be large; an effect the other way counts as inactive or inconclusive. Some of the compounds tested; rates above refer to the full screens.

CCc1nnc(SCC(=O)Nc2ccccc2Cl)nc1CC was read as D1 PAM 4.8&-3.4, D1 ag 3.8&0.1, D1 antagonist -6.0&-0.7, Vif-A3F inh 4.9%&-1.8%, RXFP1 ag 1.1%&1.7%, D2 PAM -4.8&-12.4, RXFP1 antag inconclusive, GRP78 ERSR act -3.0%&-3.0% and Vif-A3G inh 0.9%&-1.2%.
For Cc1ccc(S(=O)(=O)N(C)C)cc1NC(=O)COC(=O)Cc1n[nH]c(=O)c2ccccc12 the results were D1 PAM 1.1, D1 ag 4.4, D1 antagonist 3.7, Vif-A3F inh 6.2%, RXFP1 ag 4.3%, D2 PAM -12.7, RXFP1 antag -5.0, GRP78 ERSR act -5.6% and Vif-A3G inh -0.5%.
`CN(Cc1ccccc1)C(=O)c1nc2ccccn2c1CN1CCCC1c1nccs1` (centres undefined) gave D1 PAM -11.5, D1 ag 2.8, D1 antagonist -12.8, Vif-A3F inh -15.2%, RXFP1 ag -2.6%, D2 PAM 7.5, RXFP1 antag 8.3, GRP78 ERSR act -2.8% and Vif-A3G inh -7.5%.
For Cc1ccc2c(c1)N(CC(=O)Nc1c(C)cccc1C)C(=O)c1cccnc1O2 the results were D1 PAM -2.2, D1 ag 3.6, D1 antagonist 15.6, Vif-A3F inh -0.4%, RXFP1 ag -1.3%, D2 PAM -5.4, RXFP1 antag 17.1, GRP78 ERSR act -6.2% and Vif-A3G inh 2.1%.
Screening CCOCC(=O)N1CCCC(C(=O)OCC)C1 (centres undefined) returned D1 PAM -2.8, D1 ag 1.1, D1 antagonist 5.2, Vif-A3F inh -0.1%, RXFP1 ag 0.7%, D2 PAM -5.0, RXFP1 antag -2.9, GRP78 ERSR act -1.0% and Vif-A3G inh -1.0%.
`CCN1CCN(C(=O)CN(C)S(=O)(=O)c2cc(C)ccc2OC)CC1` gave D1 PAM 2.2, D1 ag 0.0, D1 antagonist 0.4, Vif-A3F inh 16.1%, RXFP1 ag 0.6%, D2 PAM 14.6, RXFP1 antag 8.8, GRP78 ERSR act -3.5% and Vif-A3G inh 2.0%.
Screening Cc1ccc(CN(Cc2ccccn2)C(=O)Nc2c(F)cccc2F)cc1 returned D1 PAM -5.7, D1 ag 0.5, D1 antagonist -2.9, Vif-A3F inh -2.8%, RXFP1 ag 2.1%, D2 PAM 0.9, RXFP1 antag 1.8, GRP78 ERSR act -4.7% and Vif-A3G inh 2.8%.
For COc1ccc(/C=N/NC(=O)CCN2CCN(c3ccccc3)CC2)c(OC)c1OC the results were D1 PAM -5.2, D1 ag 0.9, D1 antagonist -8.1, Vif-A3F inh 5.5%, RXFP1 ag -1.6%, D2 PAM -23.6, RXFP1 antag -12.5, GRP78 ERSR act -2.4% and Vif-A3G inh -0.2%.
`COc1ccc(Cl)cc1C(=O)C1CCCN(Cc2cnc(N3CCOCC3)s2)C1` (centres undefined) gave D1 PAM -2.3, D1 ag 5.7, D1 antagonist -0.7, Vif-A3F inh -18.9%, RXFP1 ag 4.4%, D2 PAM -30.5, RXFP1 antag -10.3, GRP78 ERSR act -4.6% and Vif-A3G inh 3.0%.
Screening O=C(Cc1ccccc1)N/N=C/c1cccc([N+](=O)[O-])c1 returned D1 PAM -2.9, D1 ag -1.6, D1 antagonist -10.6, Vif-A3F inh 2.8%, RXFP1 ag 0.8%, D2 PAM -10.4, RXFP1 antag 1.3, GRP78 ERSR act 0.1% and Vif-A3G inh -0.3%.
`O=C(Nc1cc2c3c(c1)CC(=O)N3CCC2)c1ccco1` gave D1 PAM -3.5, D1 ag 8.2, D1 antagonist 4.1, Vif-A3F inh -0.1%, RXFP1 ag 2.1%, RXFP1 antag -5.0, GRP78 ERSR act -0.9% and Vif-A3G inh 2.1%.
C/C(CCc1ccc2c(c1)OCO2)=N\N=C1\NC(=O)CC(C(=O)Nc2ccccc2)S1 (centres undefined) was read as D1 PAM -2.9, D1 ag 6.0, D1 antagonist 28.5, Vif-A3F inh -2.2%, RXFP1 ag 1.0%, D2 PAM 12.5, RXFP1 antag -10.6, GRP78 ERSR act 4.0% and Vif-A3G inh 0.8%.
`Cc1ccccc1CCN(C(=O)Cn1nnc2ccccc21)C(C(=O)NC(C)(C)C)c1ccsc1` (centres undefined) gave D1 PAM -0.5, D1 ag 3.0, D1 antagonist 3.4, Vif-A3F inh 1.4%, RXFP1 ag 0.5%, RXFP1 antag -24.1, GRP78 ERSR act -0.5% and Vif-A3G inh -0.4%.
Screening Cc1ccc(NC(=O)c2cc(CC(C)C)nc3ccccc23)cc1 returned D1 PAM -3.6, D1 ag 1.4, D1 antagonist -20.7, Vif-A3F inh 3.7%, RXFP1 ag -1.7%, D2 PAM -1.8, RXFP1 antag 3.8, GRP78 ERSR act -1.3% and Vif-A3G inh -5.0%.
Screening COc1ccccc1N1CCN(C(=O)CN2C(=O)c3cccc4cccc(c34)C2=O)CC1 returned D1 PAM -0.7, D1 ag 0.8, D1 antagonist 7.7, Vif-A3F inh -2.3%, RXFP1 ag -2.2%, D2 PAM 7.9, RXFP1 antag -2.2, GRP78 ERSR act -3.0% and Vif-A3G inh -6.7%.
CC(C)C(=O)NC(c1ccc(Cl)cc1Cl)c1ccc2cccnc2c1O (centres undefined) was read as D1 PAM 0.9, D1 ag 3.7, D1 antagonist -7.3, Vif-A3F inh -5.4%, RXFP1 ag 2.3%, D2 PAM -1.7, RXFP1 antag -10.6, GRP78 ERSR act -3.3% and Vif-A3G inh -3.1%.
Screening O=C(NCCN1C(=O)S/C(=C\c2cccs2)C1=O)c1ccco1 returned D1 PAM -4.8, D1 ag 2.0, D1 antagonist -0.3, Vif-A3F inh -5.6%, RXFP1 ag 2.7%, D2 PAM -5.7, RXFP1 antag -7.4, GRP78 ERSR act 3.6% and Vif-A3G inh 7.1%.
O=C(Nc1sc2c(c1C(=O)NCCCO)CCCC2)c1ccccc1 was read as D1 PAM 6.9, D1 ag 2.7, D1 antagonist 7.7, Vif-A3F inh -22.3%, RXFP1 ag 0.8%, D2 PAM 4.1, RXFP1 antag -0.7, GRP78 ERSR act -1.8% and Vif-A3G inh 2.0%.
COC(=O)c1ccccc1S(=O)(=O)N1CCC(C(=O)NC2CCCCC2C)CC1 (centres undefined) was read as D1 PAM -0.4, D1 ag 1.9, D1 antagonist 25.9, Vif-A3F inh 5.2%, RXFP1 ag 0.6%, D2 PAM -6.4, RXFP1 antag 9.9, GRP78 ERSR act -7.0% and Vif-A3G inh -0.9%.
For Cc1c(C(=O)O)oc2c1ccc1ccccc12 the results were D1 PAM -3.5, D1 ag 0.8, D1 antagonist -11.7, Vif-A3F inh 7.8%, RXFP1 ag -1.7%, D2 PAM 10.0, RXFP1 antag -0.7, GRP78 ERSR act -7.5% and Vif-A3G inh -5.2%.
CCN(CC)CCNC(=O)c1cn(CC)c2ccc(S(=O)(=O)N(C)C)cc2c1=O was read as D1 PAM -1.3, D1 ag 1.4, D1 antagonist 4.0, Vif-A3F inh 2.2%, RXFP1 ag 4.2%, D2 PAM -0.4, RXFP1 antag 0.3, GRP78 ERSR act -2.0% and Vif-A3G inh 0.3%.
For Clc1ccc(-c2ccnc(Oc3ccc4ccccc4c3)n2)cc1 the results were D1 PAM -7.1, D1 ag 2.4, D1 antagonist 9.0, Vif-A3F inh -1.1%, RXFP1 ag 3.2%, D2 PAM -1.6, RXFP1 antag -3.7, GRP78 ERSR act -4.8% and Vif-A3G inh 3.3%.
`CC1(c2ccccc2)NC(=O)N(CC(=O)N2CCN(S(=O)(=O)c3ccccc3[N+](=O)[O-])CC2)C1=O` (centres undefined) gave D1 PAM -13.2, D1 ag 2.1, D1 antagonist -8.4, Vif-A3F inh 0.4%, RXFP1 ag -0.3%, D2 PAM -1.4, RXFP1 antag -5.1, GRP78 ERSR act -0.6% and Vif-A3G inh -1.7%.
Cc1cc(C)cc(NC(=O)C2(c3cccs3)CCOCC2)c1 was read as D1 PAM 7.0&-3.0, D1 ag -3.7&0.3, D1 antagonist 9.2, Vif-A3F inh 0.7%&3.1%, RXFP1 ag 0.9%&3.5%, D2 PAM -1.8&7.0, RXFP1 antag -1.6, GRP78 ERSR act 1.5%&-2.3% and Vif-A3G inh 0.3%&-1.9%.
O=C(O)C1C2CCC(O2)C1C(=O)Nc1cnn(Cc2ccccc2)c1 (centres undefined) was read as D1 PAM 8.0, D1 ag -0.2, D1 antagonist -4.5, Vif-A3F inh 3.1%, RXFP1 ag 1.4%, D2 PAM -4.5, RXFP1 antag 0.5, GRP78 ERSR act -1.8% and Vif-A3G inh 0.4%.
Screening CC(C)NC(=O)CSc1nc(Cc2cccs2)nc2ccccc12 returned D1 PAM -3.7, D1 ag 0.9, D1 antagonist -9.2, Vif-A3F inh -11.5%, RXFP1 ag 3.3%, D2 PAM -2.7, RXFP1 antag -9.8, GRP78 ERSR act -0.9% and Vif-A3G inh -6.7%.
CC(C)CN1CCN(Cc2cccn2-c2ccc(Cl)cn2)CC1CCO (centres undefined) was read as D1 PAM 1.5, D1 ag 1.3, D1 antagonist 7.0, Vif-A3F inh -6.3%, RXFP1 ag -0.2%, D2 PAM -4.6, RXFP1 antag -2.3, GRP78 ERSR act -0.8% and Vif-A3G inh -5.8%.
Screening CCNC(=O)CC1C(=O)N(c2ccccc2)C(=O)N1CCC(C)C (centres undefined) returned D1 PAM -1.9, D1 ag 1.4, D1 antagonist 1.6, Vif-A3F inh 0.2%, RXFP1 ag -2.0%, D2 PAM -3.4, RXFP1 antag -0.1, GRP78 ERSR act -9.8% and Vif-A3G inh -0.7%.
For CN(Cc1cnn(C)c1)Cc1nc(-c2ccc(Cl)cc2)no1 the results were D1 PAM -4.7, D1 ag 5.5, D1 antagonist 1.9, Vif-A3F inh -0.3%, RXFP1 ag -2.1%, D2 PAM 26.2, RXFP1 antag 2.4, GRP78 ERSR act 1.7% and Vif-A3G inh -4.6%.
